# From PubChem BioAssay
# HTR5A ag ctr: HTR5A agonism, opioid heterodimer counter-screen; actives 0.61% (n = 340,000); activation, % at 9.3 µM; P47898; HTR5A agonist assay, luminescence, cell-based; in the data active = activation mostly above about 9.5%, no sharp cut-off; inactive = mostly below about 7.6%;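 note: 0% = cells with vehicle only and 100% = reference agonist; strong numbers were not always called active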
# PvdQ inh: P. aeruginosa PvdQ acylase inhibition | AID 488965 | actives 0.063% (n = 340,000) | inhibition, % at 10 µM | purified PvdQ acylase, fluorescence plate reader; in the data active = inhibition above about 30%, passing the limit was not always enough;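 note: 0% = vehicle neutral wells and 100% = reference inhibitor wells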
# CDK5 inh: CDK5/p35 (human) kinase inhibition; Q00535+Q15078; inhibition, % at 10 µM; Recombinant CDK5/p35, ADP-Glo luminescence, 60 min; actives 0.01% (n = 330,000);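 active = highest replicate inhibition of at least 50% and at least 75% of replicates reaching 50%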;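 note: plate controls were DMSO neutral control for no effect and GW8510 at 10 µM for full effect; many of its hits are not listed in these tables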
# SR-BI uptake up: SR-BI HDL lipid transfer activation | CHO ldlA[mSR-BI] cells, DiI-HDL uptake fluorescence, 3 h; 100 = double the neutral-control signal | activation, % at 12.5 µM | actives 0.096% (n = 320,000) | AID 504775;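 active = mean replicate activation of at least 60% and every replicate at or above 60%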;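 note: 0% = median plate neutral-control signal and 100% = twice that signal; values of inactives mirror those of a sister screen read the other way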
#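 Material: SR-BI-overexpressing, LDLR-lacking CHO cells; schedule: compound exposure 3 h, 37 °C; reagent: DiI-labelled HDL at 10 µg/mL final; technique: bottom-read fluorescence, 550/595 nm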
# SR-BI HDL uptake: mouse SR-BI HDL lipid transfer inhibition; Q61009; ldlA[mSR-BI] CHO cells, DiI-HDL uptake fluorescence, 3 h; inhibition, % at 12.5 µM; actives 0.96% (n = 320,000);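 active = mean replicate inhibition of at least 70% and a set share of replicates each scoring 70 or more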;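 note: 0% = median of neutral control wells and 100% = median of positive control wells; values of inactives mirror those of a sister screen read the other way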
# Target sequence (Q61009 whole entry, looked up): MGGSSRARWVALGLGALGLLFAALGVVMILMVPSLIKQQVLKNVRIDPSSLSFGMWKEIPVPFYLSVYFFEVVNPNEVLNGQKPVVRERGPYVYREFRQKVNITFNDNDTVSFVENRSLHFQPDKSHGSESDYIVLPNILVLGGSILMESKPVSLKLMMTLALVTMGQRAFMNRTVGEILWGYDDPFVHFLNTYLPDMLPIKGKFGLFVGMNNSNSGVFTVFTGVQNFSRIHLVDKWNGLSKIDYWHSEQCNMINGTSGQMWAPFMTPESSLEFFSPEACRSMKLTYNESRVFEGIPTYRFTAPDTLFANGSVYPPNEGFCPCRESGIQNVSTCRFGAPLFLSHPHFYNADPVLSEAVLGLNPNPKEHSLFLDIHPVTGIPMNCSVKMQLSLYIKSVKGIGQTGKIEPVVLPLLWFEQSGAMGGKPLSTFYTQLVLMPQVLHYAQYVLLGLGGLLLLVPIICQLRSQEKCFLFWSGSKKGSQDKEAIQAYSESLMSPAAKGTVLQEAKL
# Wnt act: activates Wnt/beta-catenin signaling in a reporter cell assay. activator, plate reader. activation, % at 9.35 µM. actives 1.2% (n = 300,000). AID 743398; in the data active = activation above about 30%, passing the limit was not always enough;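 note: 0% = neutral control wells and 100% = positive control wells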
# Rtt109 HAT inh: inhibitors of Candida albicans Rtt109/Vps75 histone acetyltransferase. actives 0.16% (n = 330,000). purified Rtt109/Vps75, ThioGlo CoA-SH fluorescence, 4 h. inhibition, % at 34.9 µM. AID 540336. Q5AAJ8;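 active = inhibition of at least 50% in every replicate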
# dFosB act: mouse delta FosB homodimer activation; P13346; purified delta FosB, TAMRA-CDK5 oligo fluorescence polarization; percent of positive-control signal above neutral wells; activation, % at 25 µM; actives 0.99% (n = 340,000); AID 493131;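 active = mean activation above about 17%, with every replicate also reaching it, limit read from the data, passing the limit was not always enough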;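 note: fluorescence polarization rise as delta FosB binds a TAMRA Cdk5 AP-1 oligo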
# Target sequence (P13346 whole entry, looked up): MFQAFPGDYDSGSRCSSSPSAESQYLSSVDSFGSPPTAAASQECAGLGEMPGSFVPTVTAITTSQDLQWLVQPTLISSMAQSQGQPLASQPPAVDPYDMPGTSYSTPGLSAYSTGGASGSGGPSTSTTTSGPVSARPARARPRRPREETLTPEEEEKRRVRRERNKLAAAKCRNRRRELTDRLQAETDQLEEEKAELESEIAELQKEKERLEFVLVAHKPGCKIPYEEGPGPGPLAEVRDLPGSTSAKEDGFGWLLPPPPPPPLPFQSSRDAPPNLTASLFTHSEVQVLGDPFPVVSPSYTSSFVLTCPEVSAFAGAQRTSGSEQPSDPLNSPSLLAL
# MITF TRPM1 HTS: MITF TRPM1 promoter activation in melanoma cells; SK-MEL-5 TRPM1-promoter luciferase, 24 h; % of positive control, neutral wells = 0; activation, % at 12.5 µM; actives 0.75% (n = 300,000); AID 588334;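 active = mean activation of at least 80% with every replicate also reaching 80%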;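 note: 0% = neutral control wells and 100% = parthenolide positive control wells; values of inactives mirror those of a sister screen read the other way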
# RTF Ca sens act: cardiac RTF calcium sensitization. P19429+P45379. IANBD-labeled TnC RTF fluorescence at EC20 calcium; 0% EC20 calcium, 100% full calcium. activation, % at 7.2 µM. actives 0.24% (n = 340,000);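 active = activation above the mean over all tested compounds plus 3 SD, cut at about 30% in these data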;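 note: rise in fluorescence read as greater calcium sensitivity of cardiac thin filaments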
# Numbers without * were called inactive; · = no result given.
SMILES,HTR5A ag ctr,PvdQ inh,CDK5 inh,SR-BI uptake up,SR-BI HDL uptake,Wnt act,Rtt109 HAT inh,dFosB act,MITF TRPM1 HTS,RTF Ca sens act
O=C(c1ccco1)N1CCN(S(=O)(=O)c2ccc(C3CCCCC3)cc2)CC1,4,0,0.4,2,-2,-3,-2,-2,-11,-3
Cc1ccc(S(=O)(=O)N2CCN(C(=O)COC(=O)/C=C/c3ccc(F)cc3)CC2)c(C)c1,-6,-15,0.4,-21,21,10,-7,4,-1,-4
COc1ccc(NS(=O)(=O)c2cc(NC(=O)c3ccc(C)o3)ccc2N2CCCCC2)cc1,-2,9,-1.8,-7,7,·,-4,4,16,-8
O=C(Nc1ccc(S(=O)(=O)Nc2nccs2)cc1)c1cc(-c2ccccn2)nc2ccccc12,-1,-1,-1.2,-4,4,·,4,-6,9,-6
COC(=O)c1ccc(CSc2cc(C)c3cc(C)cc(C)c3n2)o1,-3,-7,-4.0,-10,10,-2,-7,-4,4,3
O=S(=O)(N[C@H](CO)c1ccccc1)c1ccc(Br)cc1F,-2,-11,0.8,-30,30,-2,-1,-1,1,-3
O=C(O)CCCN1C(=O)/C(=C/c2cn(-c3ccccc3)nc2-c2cccs2)SC1=S,-1,-12,1.4,8,-8,-1,-3,-12,0,31*
CC(NC(=O)c1ccco1)C(=O)N1CCN(S(=O)(=O)c2ccccc2C#N)CC1 (configuration not stated),-4,2,0.2,9,-9,4,-4,-3,-3,-3
COc1ccc(-c2csc(NC(C)c3nc4cc(C(=O)NCCCO)ccc4n3Cc3ccc(C)cc3)n2)cc1 (configuration not stated),30*,-10,0.0,9,-9,-5,-6,-4,6,5
Cc1cc(NC(=O)CSc2ccc(-c3ccc(F)cc3)nn2)no1,12,-6,1.1,17,-17,-1,2,-7,-16,2
Cc1ccc(N2N=C(C(=O)O)CCC2=O)cc1Cl,-2,4,-1.4,2,-2,6,8,-6,0,4
CCN(CC(=O)Nc1cc(Cl)ccc1C)C(=O)c1nc2nc(C)cc(C)n2n1,-1,-17,1.9,·,-30,-2,-3,0,5,-1
CC(=O)NC(Cc1ccccc1F)C(=O)NC1CCN(C(=O)c2cnccn2)CC1 (configuration not stated),4,7,0.6,40,-40,·,13,1,6,2
CCc1c(C)nc2ccc(Br)cc2c1Cl,-4,-9,-1.1,1,-1,·,-3,0,·,-5
C/C(=N\NC(=O)c1c(Cl)cnn1C)c1cccnc1,2,-13,-1.1,12,-12,5,3,-2,12,-3
O=C(c1ccccc1)c1cncc(Br)c1,7,11,1.2,24,-24,-4,-3,2,6,-1
CC(=O)N1CCN(c2nc3ccc([N+](=O)[O-])cc3s2)CC1,8,8,1.3,·,-18,-1,19,-4,47,-3
Cc1ccccc1N/C(=N/S(=O)(=O)c1ccccc1)c1ccc(F)cc1,-5,-12,0.7,·,·,-2,6,0,1,2
CCN(CCNCC(O)COCc1ccc(Cl)cc1)c1cccc(C)c1 (configuration not stated),3,-7,0.8,-33,33,-2,9,3,2,0
O=C(NCCc1ccccc1O)c1cc2c(cc1[N+](=O)[O-])OCO2,4,2,1.6,-7,7,-1,-7,-7,4,-7
O=S(=O)(c1ccccc1F)N1CCN(c2nc(-c3cccnc3)nc3ccccc23)CC1,-3,-12,-0.5,2,-2,-4,-7,-7,7,1
COc1ccc(OC)c(-n2c(-c3cnccn3)n[nH]c2=S)c1,-3,-10,3.2,11,-11,·,-2,-14,·,1
Cc1ccc2cc(CN(CCCO)S(=O)(=O)c3cccc4nsnc34)c(=O)[nH]c2c1,-1,-1,-2.4,-10,10,-8,-2,1,·,-2
CC1=NOC2(C1)N(C)c1ccccc1C2(C)C (configuration not stated),5,-7,-0.7,10,-10,·,1,4,1,2
CC(=O)Nc1nc(SCc2cccc3ccccc23)n[nH]1,4,-6,0.3,7,-7,·,-2,7,·,-4

# Ordered by SMILES length (descending): three of the compounds above.
SMILES,HTR5A ag ctr,PvdQ inh,CDK5 inh,SR-BI uptake up,SR-BI HDL uptake,Wnt act,Rtt109 HAT inh,dFosB act,MITF TRPM1 HTS,RTF Ca sens act
O=S(=O)(N[C@H](CO)c1ccccc1)c1ccc(Br)cc1F,-2,-11,0.8,-30,30,-2,-1,-1,1,-3
CCN(CCNCC(O)COCc1ccc(Cl)cc1)c1cccc(C)c1 (configuration not stated),3,-7,0.8,-33,33,-2,9,3,2,0
C/C(=N\NC(=O)c1c(Cl)cnn1C)c1cccnc1,2,-13,-1.1,12,-12,5,3,-2,12,-3

# (further entries)
SMILES,HTR5A ag ctr,PvdQ inh,CDK5 inh,SR-BI uptake up,SR-BI HDL uptake,Wnt act,Rtt109 HAT inh,dFosB act,MITF TRPM1 HTS,RTF Ca sens act
O=C(CN1C(=O)NC2(CCCCCCC2)C1=O)N1CCOCC1,7,-13,-1.9,32,-32,0,-2,0,2,8
O=C(NCc1ccco1)/C(=C\c1ccco1)NC(=O)c1cccs1,3,-9,-0.8,20,-20,0,2,-3,-4,4
COc1ccccc1NC(=O)Nc1cccc(C)n1,1,-20,0.0,-6,6,8,-1,-8,2,2
Cc1nc(N)nc(N)c1/C=C/C(C)(C)c1ccc(Cl)cc1,-1,3,0.9,15,-15,-11,2,6,-41,9
Cc1ccc(C(=O)NC2CC2)cc1S(=O)(=O)N1CCOCC1,0,1,0.1,18,-18,0,4,1,-9,1
O=C(Nc1ccnn1C1CCN(CCCc2ccccc2)CC1)c1ccccc1Cl,-1,6,0.3,5,-5,2,10,-11,-4,-3
O=C(NCc1n[nH]c(=S)n1-c1cccc(C(F)(F)F)c1)c1ccc(S(=O)(=O)N2CCCC2)cc1,-4,-2,0.8,13,-13,-6,1,6,8,-9
COc1ccc(OC)c(NC(=O)C(=O)NNC(=O)COc2ccc(Br)cc2C)c1,4,3,-7.3,-27,27,-1,-5,7,·,-5
Cc1ccc(NC(=O)COC(=O)c2ccc3c(c2)NC(=O)C2CCCN32)cc1 (configuration not stated),1,-2,0.4,-35,35,-10,·,-12,·,-2
CCC(C)Nc1c2c(nc3c(-c4ccccc4)c(C)nn13)CCC2 (configuration not stated),0,-17,-1.1,-24,24,-4,-4,0,1,3
N#Cc1cc2c(cc1NC(=O)CCn1cnnn1)OCO2,3,-3,-0.8,·,-13,3,-16,-5,5,5
Cc1ccc2c(c1)N(CC(=O)N(Cc1ccc3c(c1)OCO3)CC1CCCO1)C(=O)C(C)O2 (configuration not stated),-5,-9,-2.5,-23,23,-3,2,-2,0,-1
COc1ccccc1CNC(=O)OCc1nccnc1C(=O)Nc1ccc(Br)cn1,0,-10,-0.1,-1,1,5,-13,1,32,-5
CCc1c(C)sc(NC(=O)c2ccco2)c1C(=O)N1CCCCC1,0,-27,-2.8,-5,5,-2,7,-6,7,-5
CSc1ccccc1OCc1cc(C(=O)N(C)Cc2ccc3nsnc3c2)no1,3,-9,0.7,-15,15,35*,-2,-15,78,-2
O=C1CSCC(=O)N1Cc1ccc(Cl)c(Cl)c1,0,7,-0.1,15,-15,-1,2,6,7,0
CCN(c1ccc(NC(=O)COC(=O)c2cc3ccccc3oc2=O)cc1)C(C)C,3,-8,0.5,-6,6,·,·,-5,-1,-7
Fc1ccc(CNC(=S)NCc2ccc(F)cc2)cc1,-2,-19,-12,-17,17,0,-3,0,-7,18
CCc1nc(SCc2ccccc2C#N)n[nH]1,10,-12,2.0,-7,7,0,-4,-3,·,0
Cn1ccnc1SCC(=O)Nc1cccc2ccccc12,-2,-15,0.7,-5,5,5,5,2,17,3
CNS(=O)(=O)c1cccc2nsnc12,2,-4,0.3,18,-18,-1,4,-7,-2,5
CC(=O)Nc1ccc2nc(SCC(=O)NCCOc3ccccc3)sc2c1,-6,-17,-1.4,10,-10,0,-29,-12,1,11
C=CCOc1ccccc1CN1CCC(Oc2ccc(C(=O)N3CCCCC3)cc2)CC1,-2,-15,0.7,-14,14,1,-4,-11,18,2
CCOC(=O)C1=C(C)NC2=C(C(=O)C(C(=O)OCC)C(c3cccc(OC)c3)C2)C1c1ccccn1 (configuration not stated),-4,-4,-0.1,17,-17,·,1,4,7,-2
CC(C)(C)OC(=O)CNC(=O)c1[nH]cnc1C(=O)N[C@@H](Cc1ccccc1)C(=O)OCc1ccccc1,9,-10,-0.8,18,-18,-6,1,-10,4,1

# Entries listed so far that contain a thiophene ring, fused or not, in the order listed:
SMILES,HTR5A ag ctr,PvdQ inh,CDK5 inh,SR-BI uptake up,SR-BI HDL uptake,Wnt act,Rtt109 HAT inh,dFosB act,MITF TRPM1 HTS,RTF Ca sens act
O=C(O)CCCN1C(=O)/C(=C/c2cn(-c3ccccc3)nc2-c2cccs2)SC1=S,-1,-12,1.4,8,-8,-1,-3,-12,0,31*
O=C(NCc1ccco1)/C(=C\c1ccco1)NC(=O)c1cccs1,3,-9,-0.8,20,-20,0,2,-3,-4,4
CCc1c(C)sc(NC(=O)c2ccco2)c1C(=O)N1CCCCC1,0,-27,-2.8,-5,5,-2,7,-6,7,-5

# Next part
SMILES,HTR5A ag ctr,PvdQ inh,CDK5 inh,SR-BI uptake up,SR-BI HDL uptake,Wnt act,Rtt109 HAT inh,dFosB act,MITF TRPM1 HTS,RTF Ca sens act
COc1ccccc1CNC(=O)C(NC(=O)c1ccccc1C)C(C)C (configuration not stated),-3,6,-2.0,-7,7,-14,4,0,4,4
COC(CNC(=O)c1cccc2c1C(=O)N(Cc1cccnc1)C2)OC,3,-10,-0.1,18,-18,-2,0,-8,·,-2
CCOC(=O)c1ccc(NC(=S)N2CCCC(C(=O)N3CCCC3)C2)cc1 (configuration not stated),-1,-14,-2.0,-9,9,0,2,-12,-3,-2
CC(=O)Nc1ccc(S(=O)(=O)N(C)CC(=O)NC2CCCC(C)C2C)cc1 (configuration not stated),-2,-3,-8.0,-9,9,-2,-5,-5,4,-1
O=C(COC(=O)c1ccccc1)Nc1cc(Cl)ccc1Oc1ccccc1,0,-12,0.0,-21,21,·,1,-3,11,6
COC(=O)c1onc(-c2c(C)cc(C)cc2C)c1C(=O)OC,-4,10,-0.4,28,-28,·,9,-2,6,-14
